Mtb BioA inh – BioA (M. tuberculosis) enzyme inhibition; purified M. tuberculosis BioA enzyme, plate reader; inhibition, % at 9.99 µM; 360,000 compounds, 0.096% hits; AID 602481; in the data active = inhibition above about 40%
* hit, by the source's call.

| Structure | Mtb BioA inh |
| --- | --- |
| C[C@H](CO)N1C[C@H](C)[C@@H](CN(C)C)Oc2c(NC(=O)c3ccc(-c4nccs4)cc3)cccc2C1=O | -1.5 |
| Cc1ccc(S(=O)(=O)Nc2cccc3c2O[C@@H](CN(C)C(=O)NC(C)C)[C@@H](C)CN([C@@H](C)CO)C3=O)cc1 | -1.5 |
| CCCNC(=O)C[C@@H]1CC[C@H]2[C@@H](COc3ccc(NC(=O)c4ccc(OC)cc4)cc3C(=O)N2C)O1 | -0.6 |
| Cc1noc(C)c1S(=O)(=O)N(C)C[C@@H]1OCCCC[C@@H](C)Oc2ccc(NS(=O)(=O)c3ccc(F)cc3)cc2C(=O)N([C@@H](C)CO)C[C@@H]1C | -1.2 |
| O=C(C[C@H]1C[C@H]2c3cc(NC(=O)C4CCC4)ccc3O[C@H]2[C@H](CO)O1)NCCc1ccccc1 | 0.1 |
| Cc1cccc(S(=O)(=O)N2CCCCN3[C@H](C2)[C@@H](c2ccc(C#C[C@H](C)O)cc2)[C@@H]3CO)c1 | -3.8 |
| C[C@H]1CN([C@@H](C)CO)C(=O)Cc2cc(NC(=O)CCCCCC(=O)Nc3ccccc3N)ccc2O[C@@H]1CN(C)S(C)(=O)=O | -0.6 |
| CCCNC(=O)C[C@H]1C[C@H]2c3cc(NC(=O)c4ccc5c(c4)OCO5)ccc3O[C@H]2[C@@H](CO)O1 | 0.3 |
| C[C@H]1CN([C@@H](C)CO)C(=O)Cc2cc(NC(=O)Nc3ccc(C(F)(F)F)cc3)ccc2O[C@@H]1CN(C)Cc1ccc(Cl)c(Cl)c1 | -1.6 |
| CC(=O)N(C)C[C@@H]1Oc2ncc(C#CC(C)(C)O)cc2C(=O)N([C@@H](C)CO)C[C@@H]1C | -0.3 |
| N#Cc1cccc(-c2ccc([C@@H]3[C@@H](CO)N4CCCCN(C(=O)Nc5ccccc5)C[C@H]34)cc2)c1 | 0.0 |
| O=C(C[C@@H]1CC[C@H]2[C@@H](COC[C@H](O)CN2C(=O)c2ccc(F)cc2)O1)Nc1ccc(-c2ccccc2)cc1 | -1.0 |
| C[C@@H]1CCCCO[C@H](CN(C)Cc2ccc(C(F)(F)F)cc2)[C@@H](C)CN([C@H](C)CO)C(=O)c2cc(NC(=O)c3ccccc3)ccc2O1 | -0.4 |
| O=C(C[C@H]1C=C[C@@H](NC(=O)C2CC2)[C@@H](CO)O1)NCCCN1CCOCC1 | -0.6 |
| C/C=C/c1ccc([C@@H]2[C@H](C#N)N(c3nc(CC)cs3)[C@H]2CO)cc1 | -2.7 |
| CCCNC(=O)N1C[C@H]2[C@@H](c3ccccc31)[C@H](CO)N2C(=O)C1CCOCC1 | -2.2 |
| C[C@H]1CN([C@@H](C)CO)S(=O)(=O)c2ccc(-c3ccncc3)cc2O[C@@H]1CN(C)C(=O)CC1CC1 | 1.6 |
| C[C@H]1CN([C@@H](C)CO)C(=O)Cc2cc(NC(=O)Nc3ccc4c(c3)OCO4)ccc2O[C@H]1CN(C)C(=O)Nc1ccccc1 | 2.2 |
| COc1ccc(S(=O)(=O)N(C)C[C@@H]2OCCCC[C@H](C)Oc3ccc(NC(=O)Nc4ccc(F)cc4)cc3C(=O)N([C@@H](C)CO)C[C@@H]2C)cc1 | -2.5 |
| C/C=C/c1cnc2c(c1)C(=O)N([C@H](C)CO)C[C@@H](C)[C@H](CN(C)C(=O)C1CCCCC1)O2 | 10.0 |

Going on with the list:
| Structure | Mtb BioA inh |
| --- | --- |
| N#C[C@H]1[C@@H](c2ccc(-c3ccncc3)cc2)[C@@H](CO)N1C(=O)C1CCC1 | -0.4 |
| C[C@H](CO)N1C[C@H](C)[C@H](CN(C)C(=O)Nc2ccc3c(c2)OCO3)Oc2c(NS(=O)(=O)c3ccccc3)cccc2C1=O | -1.2 |
| COc1cccc(S(=O)(=O)N[C@H]2C=C[C@H](CC(=O)NCc3ccccc3)O[C@@H]2CO)c1 | -1.1 |
| O=C(Nc1ccc2c(c1)[C@H]1C[C@@H](CC(=O)N3CCCCC3)O[C@H](CO)[C@H]1O2)c1ccc2c(c1)OCO2 | -0.3 |
| CCCN(C)C[C@H]1Oc2cc(C#CC3(O)CCCC3)ccc2S(=O)(=O)N([C@H](C)CO)C[C@H]1C | -1.2 |
| Cc1cc(C(=O)Nc2ccc3c(c2)C(=O)N(C)[C@@H]2CC[C@@H](CC(=O)N[C@H](C)c4ccccc4)O[C@@H]2CO3)no1 | 0.8 |
| C[C@H](CO)N1C[C@H](C)[C@@H](CN(C)Cc2ccc(C(F)(F)F)cc2)Oc2ccc(NS(=O)(=O)c3ccc(Cl)cc3)cc2CC1=O | -1.1 |
| COCC(=O)Nc1ccc2c(c1)C(=O)N(C)C[C@@H](OC)[C@H](C)CN(C(=O)c1cccnc1)[C@H](C)CO2 | -1.8 |
| CN1C(=O)c2cc(NS(=O)(=O)c3cccc(F)c3)ccc2OC[C@@H]2O[C@@H](CC(=O)N3CCc4ccccc4C3)CC[C@H]21 | 0.0 |
| CC(C)NC(=O)N(C)C[C@H]1OCCCC[C@@H](C)Oc2ccc(NC(=O)Nc3ccc(F)cc3)cc2C(=O)N([C@@H](C)CO)C[C@H]1C | -0.7 |
| C[C@@H]1CN([C@@H](C)CO)C(=O)Cc2cc(NS(=O)(=O)c3cccs3)ccc2O[C@@H]1CN(C)S(C)(=O)=O | -1.7 |
| CO[C@@H]1CN(C)C(=O)c2cc(NC(=O)Nc3cc(F)ccc3F)ccc2OC[C@@H](C)N(C(=O)c2ccccn2)C[C@H]1C | -2.2 |
| CCS(=O)(=O)N1CCCCN2[C@@H](CO)[C@@H](c3ccc(-c4ccc(C#N)cc4)cc3)[C@@H]2C1 | -0.4 |
| O=C(C[C@@H]1CC[C@@H]2[C@H](COC[C@@H](O)CN2C(=O)c2cnccn2)O1)NCc1ccc(F)cc1 | 0.5 |
| COc1cccc(NC(=O)N(C)C[C@@H]2Oc3cc(-c4ccccc4OC)ccc3S(=O)(=O)N([C@@H](C)CO)C[C@@H]2C)c1 | -1.0 |
| O=C(C[C@H]1CC[C@@H](NC(=O)C2CCC2)[C@@H](CO)O1)NC1CCC1 | -1.2 |
| Cc1noc(C)c1NC(=O)Nc1ccc2c(c1)CC(=O)N([C@@H](C)CO)C[C@H](C)[C@@H](CN(C)C(=O)NC1CCCCC1)O2 | -1.2 |
| CNC[C@H]1Oc2ccc(NC(=O)CCN3CCOCC3)cc2C(=O)N([C@H](C)CO)C[C@@H]1C | -4.8 |
| CO[C@@H]1CN(C)C(=O)c2ccc(NC(=O)NC(C)C)cc2OC[C@H](C)N(CCC(F)(F)F)C[C@H]1C | 0.8 |
| C[C@H](CO)N1C[C@H](C)[C@@H](CN(C)S(=O)(=O)c2cccc(F)c2)Oc2ncc(C#CC3CCCC3)cc2C1=O | 1.0 |

Taken from above.
`O=C(C[C@@H]1CC[C@@H]2[C@H](COC[C@@H](O)CN2C(=O)c2cnccn2)O1)NCc1ccc(F)cc1` | Mtb BioA inh: 0.5
`COCC(=O)Nc1ccc2c(c1)C(=O)N(C)C[C@@H](OC)[C@H](C)CN(C(=O)c1cccnc1)[C@H](C)CO2` | Mtb BioA inh: -1.8

Retrieved by structure from the list above (5):
| Structure | Mtb BioA inh |
| --- | --- |
| C[C@@H]1CN([C@@H](C)CO)C(=O)Cc2cc(NS(=O)(=O)c3cccs3)ccc2O[C@@H]1CN(C)S(C)(=O)=O | -1.7 |
| Cc1cc(C(=O)Nc2ccc3c(c2)C(=O)N(C)[C@@H]2CC[C@@H](CC(=O)N[C@H](C)c4ccccc4)O[C@@H]2CO3)no1 | 0.8 |
| Cc1noc(C)c1NC(=O)Nc1ccc2c(c1)CC(=O)N([C@@H](C)CO)C[C@H](C)[C@@H](CN(C)C(=O)NC1CCCCC1)O2 | -1.2 |
| CCCN(C)C[C@H]1Oc2cc(C#CC3(O)CCCC3)ccc2S(=O)(=O)N([C@H](C)CO)C[C@H]1C | -1.2 |
| C[C@H](CO)N1C[C@H](C)[C@H](CN(C)C(=O)Nc2ccc3c(c2)OCO3)Oc2c(NS(=O)(=O)c3ccccc3)cccc2C1=O | -1.2 |

(further entries)
| Structure | Mtb BioA inh |
| --- | --- |
| COc1cccc(CNC(=O)C[C@@H]2CC[C@H]3[C@H](COc4ccc(NC(C)=O)cc4C(=O)N3C)O2)c1 | 0.2 |
| C[C@@H]1CN([C@@H](C)CO)C(=O)c2cc(C#Cc3ccccc3F)cnc2O[C@H]1CN(C)C(=O)Cc1ccccc1 | 0.5 |
| CC(C)[C@H](C)NC(=O)N(C)C[C@H]1OCc2ccccc2-c2c(n(C)c3ccccc23)C(=O)N([C@@H](C)CO)C[C@@H]1C | 1.3 |
| C[C@H](CO)N1C[C@H](C)[C@H](CN(C)Cc2ccc3c(c2)OCO3)Oc2c(NC(=O)Nc3cccc4ccccc34)cccc2C1=O | -0.5 |
| C[C@@H]1CCCCO[C@H](CN(C)Cc2ccc(Cl)c(Cl)c2)[C@@H](C)CN([C@@H](C)CO)C(=O)c2cc(NS(C)(=O)=O)ccc2O1 | 2.4 |
| CC(C)NC(=O)N(C)C[C@H]1Oc2ccc(NS(=O)(=O)c3cn(C)cn3)cc2C(=O)N([C@H](C)CO)C[C@H]1C | -1.1 |
| CCNC(=O)C[C@H]1CC[C@H]2[C@H](COc3ccc(NC(=O)c4ccc(F)c(F)c4)cc3C(=O)N2C)O1 | 3.8 |
| CC(C)NC(=O)Nc1ccc2c(c1)CC(=O)N([C@@H](C)CO)C[C@H](C)[C@@H](CN(C)S(=O)(=O)c1cn(C)cn1)O2 | -2.7 |
| O=C(C[C@@H]1CC[C@@H](NS(=O)(=O)c2ccccc2)[C@@H](CO)O1)NCc1ccncn1 | 3.6 |
| C[C@@H]1CN([C@H](C)CO)C(=O)c2cccc(NC(=O)c3nc4ccccc4s3)c2O[C@@H]1CN(C)S(=O)(=O)c1ccc(Cl)cc1 | -4.1 |
| C[C@H](CO)N1C[C@H](C)[C@H](CN(C)S(=O)(=O)c2ccc(F)cc2)Oc2ccc(NC(=O)Cc3cn(C)c4ccccc34)cc2C1=O | -2.8 |
| O=C(C[C@H]1CC[C@H]2[C@@H](COC[C@@H](O)CN2C(=O)c2ccncc2)O1)NCc1ccc(-c2ccccc2)cc1 | -1.1 |
| CC(=O)N(C)C[C@H]1Oc2cc(C#CC(C)(C)O)ccc2S(=O)(=O)N([C@@H](C)CO)C[C@@H]1C | 24.1 |
| O=C(Nc1cccc(Cl)c1)N[C@@H]1CC[C@H](CCn2cc(Cc3ccccc3)nn2)O[C@H]1CO | -0.2 |
| COc1ccc(-c2cnc3c(c2)C(=O)N([C@H](C)CO)C[C@@H](C)[C@H](CN(C)C(=O)Cc2ccccn2)O3)cc1 | -7.4 |
| CCS(=O)(=O)N[C@@H]1CC[C@H](CC(=O)NCc2ccc(Cl)cc2)O[C@@H]1CO | -0.7 |
| O=C(C[C@H]1C[C@@H]2c3cc(NC(=O)NC4CCCCC4)ccc3O[C@@H]2[C@@H](CO)O1)NCC(F)(F)F | -1.3 |
| C[C@@H]1CCCCO[C@H](CN(C)Cc2ccc3c(c2)OCO3)[C@H](C)CN([C@H](C)CO)C(=O)c2cc(NS(=O)(=O)c3ccc(F)cc3)ccc2O1 | 3.1 |
| CC=Cc1ccc2n(c1=O)C[C@H]1[C@H](CO)[C@@H](C(=O)NCC3CC3)[C@@H]2N1CC1CCOCC1 (mixture of isomers) | -1.5 |
| OC[C@@H]1[C@H](c2ccc(-c3ccccc3F)cc2)[C@H]2CN(Cc3cncnc3)CCCCN12 | 1.7 |

Remaining list, next part
| Structure | Mtb BioA inh |
| --- | --- |
| C[C@H]1CN([C@@H](C)CO)C(=O)Cc2cc(NS(=O)(=O)c3cn(C)cn3)ccc2O[C@H]1CN(C)S(=O)(=O)c1cccs1 | -0.1 |
| COCC(=O)N(C)C[C@@H]1Oc2cc(C#CCC3CCCC3)ccc2S(=O)(=O)N([C@@H](C)CO)C[C@@H]1C | -3.1 |
| Cc1noc(C)c1S(=O)(=O)N(C)C[C@@H]1Oc2ccc(NC(=O)Cc3ccccc3)cc2CC(=O)N([C@H](C)CO)C[C@@H]1C | 1.4 |
| Cc1ccc(S(=O)(=O)Nc2cccc3c2O[C@H](CN(C)Cc2ccc4c(c2)OCO4)[C@H](C)CN([C@H](C)CO)C3=O)cc1 | 3.2 |
| CC(C)NC(=O)Nc1cccc2c1O[C@@H](CN(C)C(=O)Nc1ccc3c(c1)OCO3)[C@H](C)CN([C@H](C)CO)C2=O | 0.9 |
| Cc1noc(C)c1S(=O)(=O)N(C)C[C@@H]1OCCCC[C@@H](C)Oc2ccc(NC(=O)Nc3ccccc3)cc2C(=O)N([C@H](C)CO)C[C@@H]1C | 1.2 |
| C[C@@H]1CN([C@@H](C)CO)C(=O)c2cccc(NC(=O)NC3CCCCC3)c2O[C@H]1CN(C)S(=O)(=O)c1cn(C)cn1 | 0.5 |
| CCCN1C[C@@H](C)[C@@H](OC)CN(C)C(=O)c2cc(NS(=O)(=O)c3ccccc3)ccc2OC[C@@H]1C | 1.4 |
| COCCNC(=O)C[C@H]1CC[C@H]2[C@@H](COC[C@H](O)CN2Cc2cccc(-c3ccncc3)c2)O1 | -3.3 |
| C[C@@H]1CN([C@@H](C)CO)C(=O)c2cc(NC(=O)Nc3ccccc3)ccc2O[C@@H]1CN(C)CC1CCCCC1 | 0.8 |
| O=S(=O)(N[C@H]1CC[C@@H](CCn2cc(C3CC3)nn2)O[C@@H]1CO)c1ccc(Cl)cc1 | 1.4 |
| COCC(=O)Nc1ccc2c(c1)C(=O)N(C)[C@@H]1CC[C@H](CC(=O)NCCCN(C)C)O[C@@H]1CO2 | -5.7 |
| CN1CCN(C(=O)C[C@@H]2C=C[C@@H](NS(=O)(=O)c3cccc(F)c3)[C@H](CO)O2)CC1 | -0.8 |
| COc1ccccc1S(=O)(=O)N[C@@H]1C=C[C@@H](CC(=O)NCc2cc(F)cc(F)c2)O[C@H]1CO | -2.6 |
| Cc1noc(C)c1S(=O)(=O)N(C)C[C@@H]1OCCCC[C@H](C)Oc2ccc(NC(=O)CCC(F)(F)F)cc2C(=O)N([C@H](C)CO)C[C@H]1C | -0.4 |
| COc1ccc(S(=O)(=O)Nc2ccc3c(c2)C(=O)N([C@@H](C)CO)C[C@@H](C)[C@@H](CN(C)C(=O)Nc2cccc4ccccc24)O3)cc1 | 0.2 |
| C[C@H](CO)N1C[C@H](C)[C@H](CN(C)S(C)(=O)=O)OCCCC[C@H](C)Oc2ccc(NC(=O)Cc3ccccc3)cc2C1=O | 1.1 |
| Cc1ccc(S(=O)(=O)Nc2ccc3c(c2)C(=O)N([C@@H](C)CO)C[C@@H](C)[C@H](CN(C)S(=O)(=O)c2cccs2)OCCCC[C@H](C)O3)cc1 | -1.1 |

Assay outcomes as filed in PubChem BioAssay.

Some of the compounds tested; count on the stated rates, not on these rows.
